TcdB GH inh: blocks C. difficile toxin B glycohydrolase activity | P18177 | TcdB glycohydrolase enzymatic assay, plate reader | inhibition, % at 9.99 µM | 350,000 compounds, 0.24% hits; in the data active means inhibition above about 10%
An asterisk follows results filed as active; & = joins results of further samples.

C[C@H](CO)N1C[C@H](C)[C@H](CN(C)Cc2ccncc2)Oc2cc(C#CCN(C)C)ccc2S1(=O)=O
  TcdB GH inh: -0.7
O=C(C[C@@H]1C=C[C@@H](NC(=O)CCN2CCCCC2)[C@H](CO)O1)Nc1ccc(-c2ccccc2)cc1
  TcdB GH inh: -0.7
C[C@@H]1CN([C@H](C)CO)C(=O)c2cccc(NC(=O)C3CC3)c2O[C@@H]1CN(C)Cc1ccccc1
  TcdB GH inh: 0.5
N#C[C@H]1[C@@H](c2ccc(C3=CCCCC3)cc2)[C@@H](CO)N1C(=O)NC1CCCC1
  TcdB GH inh: 0.6
CN1CCN(C(=O)C[C@H]2CC[C@H]3[C@@H](COC[C@@H](O)CN3S(=O)(=O)c3cccc(F)c3)O2)CC1
  TcdB GH inh: -3.9
CCNC(=O)C[C@H]1CC[C@H]2[C@H](COc3ccc(NC(=O)c4cccc(OC)c4)cc3C(=O)N2C)O1
  TcdB GH inh: -1.3
Cc1cc(C(=O)Nc2cccc3c2O[C@@H](CN(C)Cc2ccccc2)[C@@H](C)CN([C@@H](C)CO)C3=O)n(C)n1
  TcdB GH inh: -0.5
O=C(C[C@H]1C[C@H]2c3cc(NC(=O)c4ccc5c(c4)OCO5)ccc3O[C@H]2[C@H](CO)O1)NCc1ccc(Cl)cc1
  TcdB GH inh: -0.3
O=C(C[C@H]1C[C@H]2c3cc(NC(=O)c4cccnc4)ccc3O[C@H]2[C@H](CO)O1)NC1CCCC1
  TcdB GH inh: 1.1
COCC(=O)N1[C@H](CO)[C@@H](c2ccccc2)[C@H]1CN(C)C(=O)c1ccncc1
  TcdB GH inh: -3.0
O=C(C[C@H]1C[C@@H]2c3cc(NS(=O)(=O)c4ccccc4)ccc3O[C@@H]2[C@@H](CO)O1)NC1CCCCC1
  TcdB GH inh: 3.6
C[C@@H]1CN([C@H](C)CO)C(=O)c2cccc(NC(=O)CCCCCC(=O)Nc3ccccc3N)c2O[C@@H]1CN(C)Cc1ccc(Oc2ccccc2)cc1
  TcdB GH inh: -6.2
C/C=C/c1ccc(C2[C@H]3CNC[C@@H]2N3Cc2cc(OC)cc(OC)c2)cc1 (stereo partly specified)
  TcdB GH inh: 0.0&0.3
C[C@@H]1CN([C@@H](C)CO)C(=O)c2cc(NC(=O)Cn3cnnn3)ccc2O[C@@H]1CN(C)Cc1ccncc1
  TcdB GH inh: 0.1
CCCNC(=O)C[C@H]1C[C@H]2c3cc(N(C)C)ccc3O[C@H]2[C@@H](CO)O1
  TcdB GH inh: -38

C[C@H](CO)N1C[C@H](C)[C@H](CN(C)S(=O)(=O)c2cn(C)cn2)Oc2ccc(NC(=O)Nc3cccc4ccccc34)cc2C1=O
  TcdB GH inh: -0.2
C[C@H](CO)N1C[C@H](C)[C@H](CN(C)C)Oc2cc(Br)ccc2S1(=O)=O
  TcdB GH inh: 1.0
CCS(=O)(=O)N1CC2(C1)[C@@H](c1ccccc1)[C@H](CO)N2C(=O)C1CC1
  TcdB GH inh: 1.4
COc1cccc(-c2ccc3c(c2)O[C@H](CN(C)Cc2ccncc2)[C@H](C)CN([C@@H](C)CO)S3(=O)=O)c1
  TcdB GH inh: -1.1
Cc1cc(C(=O)Nc2ccc3c(c2)C(=O)N(C)[C@H]2CC[C@@H](CC(=O)N[C@H](C)c4ccccc4)O[C@@H]2CO3)no1
  TcdB GH inh: 0.9
CC(=O)N1CC(=O)N2[C@H](CO)[C@H](c3ccc(C#Cc4cccnc4)cc3)[C@@H]2C1
  TcdB GH inh: -0.2
COCC(=O)N(C)C[C@@H]1Oc2cc(-c3ccc(OC)cc3)ccc2S(=O)(=O)N([C@H](C)CO)C[C@H]1C
  TcdB GH inh: 0.9
C[C@@H]1CN([C@H](C)CO)C(=O)c2cc(NC(=O)c3ccncc3)ccc2O[C@@H]1CN(C)Cc1ccccc1
  TcdB GH inh: 0.6
C[C@@H]1CN([C@H](C)CO)C(=O)c2cccc(NC(=O)Nc3ccc4c(c3)OCO4)c2O[C@H]1CN(C)C(=O)Nc1ccc2c(c1)OCO2
  TcdB GH inh: 0.4
C[C@@H]1CN([C@H](C)CO)C(=O)Cc2cc(NC(=O)Nc3ccc(F)cc3)ccc2O[C@H]1CN(C)C(=O)Nc1cccc2ccccc12
  TcdB GH inh: -0.1
O=C(N[C@H]1CC[C@H](CCNS(=O)(=O)c2ccc(Cl)cc2)O[C@H]1CO)c1cccnc1
  TcdB GH inh: 1.1
COCC(=O)Nc1ccc2c(c1)C(=O)N(C)[C@H]1CC[C@@H](CC(=O)NC3Cc4ccccc4C3)O[C@H]1CO2
  TcdB GH inh: 0.7
C[C@@H]1CCCCO[C@@H](CN(C)C(=O)CCCN(C)C)[C@@H](C)CN([C@H](C)CO)C(=O)c2cc(NC(=O)CCCN(C)C)ccc2O1
  TcdB GH inh: 0.5
C[C@@H]1CN([C@@H](C)CO)S(=O)(=O)c2ccc(-c3cccnc3)cc2O[C@H]1CN(C)C
  TcdB GH inh: -0.3
Cc1ccccc1-c1cnc2c(c1)C(=O)N([C@H](C)CO)C[C@@H](C)[C@H](CN(C)C(=O)CN(C)C)O2
  TcdB GH inh: -1.1

Cc1cccc(S(=O)(=O)N2CCCCN3[C@H](CO)[C@H](c4ccc(-c5ccccc5)cc4)[C@@H]3C2)c1
  TcdB GH inh: -0.4
C[C@H]1CN([C@@H](C)CO)S(=O)(=O)c2ccc(C#Cc3ccc(F)cc3)cc2O[C@H]1CN(C)C(=O)NC1CCCCC1
  TcdB GH inh: -2.7
O=C(C[C@@H]1C[C@H]2c3cc(NC(=O)Nc4ccc(C(F)(F)F)cc4)ccc3O[C@H]2[C@H](CO)O1)NC1CCCCC1
  TcdB GH inh: 0.3
O=C([C@@H]1[C@@H](CO)[C@@H]2Cn3c(ccc(/C=C/c4ccccc4)c3=O)[C@@H]2N1CC1CC1)N1CCCCC1
  TcdB GH inh: 0.4
COc1cccc(C(=O)Nc2ccc3c(c2)C(=O)N(C)C[C@@H](OC)[C@@H](C)CN(C)[C@H](C)CO3)c1
  TcdB GH inh: -1.4
C[C@@H]1CN([C@@H](C)CO)C(=O)c2cc(NC(=O)Nc3cccc4ccccc34)ccc2O[C@H]1CN(C)Cc1ccc(Cl)c(Cl)c1
  TcdB GH inh: 0.8
C[C@@H]1CCCCO[C@H](CN(C)S(=O)(=O)c2ccccc2)[C@@H](C)CN([C@H](C)CO)C(=O)c2cc(NS(=O)(=O)c3cn(C)cn3)ccc2O1
  TcdB GH inh: -0.1
Cc1noc(C)c1NC(=O)N(C)C[C@@H]1Oc2ccc(NC(=O)Cc3ccccc3)cc2CC(=O)N([C@H](C)CO)C[C@@H]1C
  TcdB GH inh: 0.5
Cc1noc(C)c1NC(=O)N(C)C[C@H]1Oc2ccc(NC(=O)NC3CCCCC3)cc2C(=O)N([C@@H](C)CO)C[C@@H]1C
  TcdB GH inh: 0.7
O=C(C[C@H]1C[C@@H]2c3cc(NC(=O)C4CCC4)ccc3O[C@@H]2[C@H](CO)O1)NCCN1CCCCC1
  TcdB GH inh: -0.1
N#C[C@H]1[C@@H](c2ccccc2-c2cccc(F)c2)[C@H](CO)N1C(=O)C1CCCC1
  TcdB GH inh: 0.3
C[C@H](CO)N1C[C@H](C)[C@H](CN(C)S(C)(=O)=O)Oc2ccc(NC(=O)CCN3CCOCC3)cc2CC1=O
  TcdB GH inh: 0.0
Cc1noc(C)c1NC(=O)N[C@@H]1CC[C@@H](CC(=O)Nc2ccc(-c3ccccc3)cc2)O[C@H]1CO
  TcdB GH inh: -4.2
O=C(CN1CCOCC1)N[C@H]1CC[C@@H](CCNC(=O)C2CCCCC2)O[C@H]1CO
  TcdB GH inh: -0.2
COc1ccc(CN2[C@@H]3CN(C(=O)Nc4ccc(F)cc4)c4ccccc4[C@@H]3[C@@H]2CO)cc1
  TcdB GH inh: 0.3

CC(C)NC(=O)N(C)C[C@H]1Oc2ccc(NC(=O)C3CC3)cc2CC(=O)N([C@H](C)CO)C[C@H]1C
  TcdB GH inh: -0.8
CCCNC(=O)[C@H]1[C@H](CO)[C@H]2Cn3c(cccc3=O)[C@H]2N1CC
  TcdB GH inh: -0.8
CCC(=O)Nc1ccc2c(c1)OC[C@@H](C)N(C(=O)c1ccccn1)C[C@H](C)[C@@H](OC)CN(C)C2=O
  TcdB GH inh: -1.0
C/C=C/c1ccc2c(c1)O[C@H](CN(C)Cc1cncnc1)[C@H](C)CN([C@H](C)CO)S2(=O)=O
  TcdB GH inh: -1.1
COc1ccc(C#Cc2cnc3c(c2)C(=O)N([C@H](C)CO)C[C@@H](C)[C@H](CN(C)C)O3)cc1
  TcdB GH inh: 1.9
COCC(=O)Nc1ccc2c(c1)OC[C@@H](C)N(C(=O)c1ccccc1)C[C@@H](C)[C@H](OC)CN(C)C2=O
  TcdB GH inh: -1.4
CN(C)C(=O)C[C@@H]1CC[C@H](NC(=O)Nc2cccc(F)c2)[C@@H](CO)O1
  TcdB GH inh: 0.4
O=C(Cc1ccccn1)N1CCCCN2[C@@H](CO)[C@H](c3ccc(C#Cc4ccccc4)cc3)[C@@H]2C1
  TcdB GH inh: 1.4
O=C(C[C@H]1C[C@H]2c3cc(NC(=O)Nc4ccc(F)cc4)ccc3O[C@H]2[C@@H](CO)O1)NCC(F)(F)F
  TcdB GH inh: -0.5
CCCC#Cc1ccc2c(c1)O[C@H](CN(C)C(=O)c1ccncc1)[C@@H](C)CN([C@H](C)CO)S2(=O)=O
  TcdB GH inh: 0.6
COc1ccccc1S(=O)(=O)Nc1ccc2c(c1)OC[C@H](C)NC[C@H](C)[C@@H](OC)CN(C)C2=O
  TcdB GH inh: 1.1
CCC(=O)N1[C@@H](CO)[C@@H](c2ccc(-c3cccc(F)c3)cc2)[C@@H]1CN(C)C(C)=O
  TcdB GH inh: 1.0
CO[C@@H]1CN(C)C(=O)c2cc(NC(=O)c3nc4ccccc4s3)ccc2OC[C@H](C)N(Cc2ccncc2)C[C@H]1C
  TcdB GH inh: 0.3
CC(=O)N1[C@@H]2c3ccc(-c4ccccc4)c(=O)n3C[C@H]1[C@H](CO)[C@H]2C(=O)NCCCN1CCOCC1
  TcdB GH inh: 1.0
C[C@@H]1CN([C@H](C)CO)C(=O)c2cc(C#Cc3ccc(F)cc3)cnc2O[C@@H]1CN(C)C(=O)c1ccccc1F
  TcdB GH inh: 2.8

Cc1cc(C(=O)Nc2cccc3c2O[C@H](CN(C)Cc2ccc(C(=O)O)cc2)[C@@H](C)CN([C@H](C)CO)C3=O)n(C)n1
  TcdB GH inh: -10.0
C/C=C/c1ccc([C@H]2[C@@H](CO)N(C(=O)c3cnccn3)C23CN(C(C)=O)C3)cc1
  TcdB GH inh: -0.6
O=C(Nc1ccccc1)N[C@H]1CC[C@@H](CCNC(=O)c2ccccc2F)O[C@H]1CO
  TcdB GH inh: -0.4
CN(C)C(=O)C[C@H]1CC[C@@H]2[C@H](COc3ccc(NC(=O)C4CCOCC4)cc3C(=O)N2C)O1
  TcdB GH inh: 0.2
COc1cccc(-c2ccc3c(c2)[C@H]2[C@H](CCN2C(=O)c2cccc(F)c2)[C@H](CO)N3)c1
  TcdB GH inh: -1.0
C[C@@H]1CCCCO[C@@H](CN(C)S(=O)(=O)c2ccc(Cl)cc2)[C@H](C)CN([C@H](C)CO)C(=O)c2cc(NC(=O)NC3CCCCC3)ccc2O1
  TcdB GH inh: 0.8
C[C@@H]1CN([C@H](C)CO)C(=O)c2cc(C3=CCCCC3)cnc2O[C@@H]1CN(C)C(=O)CN1CCOCC1
  TcdB GH inh: -0.2
O=C(C[C@H]1C=C[C@@H](NC(=O)c2ccncc2)[C@H](CO)O1)NCC1CCCCC1
  TcdB GH inh: 0.2
C[C@@H]1CN([C@H](C)CO)C(=O)Cc2cc(NC(=O)CCCCCC(=O)Nc3ccccc3N)ccc2O[C@@H]1CN(C)CC1CCCCC1
  TcdB GH inh: -10
CCC(=O)N1[C@H](C(=O)Nc2ccccc2)[C@@H](CO)[C@@H]2Cn3c(ccc(-c4ccncc4)c3=O)[C@@H]21
  TcdB GH inh: -0.2
CC(=O)N1CC2(C1)[C@@H](c1ccc(-c3cccc(F)c3)cc1)[C@@H](CO)N2CC1CC1
  TcdB GH inh: -0.1
O=C(C[C@H]1C=C[C@@H](NC(=O)NC2CCCCC2)[C@H](CO)O1)NCc1ccccc1
  TcdB GH inh: -1.6
Cc1ccc(S(=O)(=O)N(C)C[C@@H]2Oc3ccc(NC(=O)NC4CCCCC4)cc3CC(=O)N([C@H](C)CO)C[C@H]2C)cc1
  TcdB GH inh: -0.7
O=C(C[C@@H]1CC[C@H]2[C@@H](COC[C@@H](O)CN2S(=O)(=O)c2cccc(Cl)c2)O1)Nc1ccccc1
  TcdB GH inh: 1.2
C[C@@H]1CN([C@@H](C)CO)C(=O)Cc2cc(NS(C)(=O)=O)ccc2O[C@H]1CN(C)Cc1ccccc1
  TcdB GH inh: 0.3

CN(C)C(=O)c1ccc(-c2ccc([C@@H]3[C@@H](C#N)N(C(=O)C4CCCCC4)[C@H]3CO)cc2)cc1
  TcdB GH inh: 0.3
O=C(NC1CCC1)[C@H]1[C@H](CO)[C@H]2Cn3c(ccc(-c4ccncc4)c3=O)[C@@H]1N2CC1CC1
  TcdB GH inh: 0.5
CC(C)CC#Cc1cnc2c(c1)C(=O)N([C@@H](C)CO)C[C@H](C)[C@@H](CN(C)Cc1cccc(F)c1)O2
  TcdB GH inh: 0.0
O=C(NC1CCCCC1)N[C@H]1CC[C@H](CC(=O)N2CCOCC2)O[C@H]1CO
  TcdB GH inh: -0.2
CO[C@H]1CN(C)C(=O)c2ccc(NC(=O)Cc3ccccc3)cc2OC[C@@H](C)NC[C@H]1C
  TcdB GH inh: 0.5
O=C(C1CCCC1)N1C[C@@H]2[C@H](c3ccccc31)[C@H](CO)N2C(=O)c1cccnc1
  TcdB GH inh: -0.9
N#Cc1ccc(-c2ccc3c(c2)[C@@H]2[C@@H](CCN2C(=O)C2CC2)[C@H](CO)N3)cc1
  TcdB GH inh: 2.0

Gathered by group, the compounds so far with a cyano group.
N#C[C@H]1[C@@H](c2ccc(C3=CCCCC3)cc2)[C@@H](CO)N1C(=O)NC1CCCC1
  TcdB GH inh: 0.6
N#C[C@H]1[C@@H](c2ccccc2-c2cccc(F)c2)[C@H](CO)N1C(=O)C1CCCC1
  TcdB GH inh: 0.3
CN(C)C(=O)c1ccc(-c2ccc([C@@H]3[C@@H](C#N)N(C(=O)C4CCCCC4)[C@H]3CO)cc2)cc1
  TcdB GH inh: 0.3
N#Cc1ccc(-c2ccc3c(c2)[C@@H]2[C@@H](CCN2C(=O)C2CC2)[C@H](CO)N3)cc1
  TcdB GH inh: 2.0

An excerpt; the hit share may differ from the screen's.
